CHRM1 antagonist – human CHRM1 antagonism; P11229; CHO-K1 hM1, Fluo-8 calcium fluorescence, ACh EC80 antagonist; inhibition, % at 3 µM; 1.3% of 360,000 active;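 active = percent inhibition above its own plate's cutoff, namely the mean of that plate's compound wells plus 3 SD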;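 also: peak over basal fluorescence ratio during 140 s after agonist addition; 0% = ACh EC80 plus DMSO and 100% = DMSO alone without agonist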
CHRM1 agonist – agonists of human M1 muscarinic receptor. AID 588814. 0.33% of 360,000 active. CHO-K1 hM1, Fluo-8 calcium fluorescence, agonist mode; 0% DMSO, 100% acetylcholine EC100. activation, % at 3 µM. P11229;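 active = activation above the run's mean compound activation plus 3 SD, cut at about 16% in these data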;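 also: peak over basal fluorescence ratio within a 140 s kinetic read after compound addition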
CHRM4 agonist – CHRM4 agonism in calcium assay; CHO-K1 hM4/Gqi5, Fluo-8 calcium fluorescence; vehicle 0%, full acetylcholine response 100%; activation, % at 3 µM; 0.14% of 360,000 active;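 active = activation above the run mean over all test wells plus 3 SD, cut at about 32% in these data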;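 also: peak over basal fluorescence ratio per well then scaled between controls; 0% = DMSO wells and 100% = acetylcholine at EC100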
Target sequence (P08173 whole entry, looked up): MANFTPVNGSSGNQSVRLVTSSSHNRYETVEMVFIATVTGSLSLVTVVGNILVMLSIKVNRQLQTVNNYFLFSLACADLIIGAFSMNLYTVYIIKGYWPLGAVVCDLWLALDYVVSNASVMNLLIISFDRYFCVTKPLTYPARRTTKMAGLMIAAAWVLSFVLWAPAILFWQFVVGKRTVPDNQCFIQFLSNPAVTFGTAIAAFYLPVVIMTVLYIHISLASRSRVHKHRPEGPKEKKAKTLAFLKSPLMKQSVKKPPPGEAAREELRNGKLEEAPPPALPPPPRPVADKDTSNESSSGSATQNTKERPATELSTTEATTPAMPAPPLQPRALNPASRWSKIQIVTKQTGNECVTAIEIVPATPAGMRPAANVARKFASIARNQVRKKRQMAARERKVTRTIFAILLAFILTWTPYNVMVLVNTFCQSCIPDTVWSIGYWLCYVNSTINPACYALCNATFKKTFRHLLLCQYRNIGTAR
OXTR potentiate – potentiates the human oxytocin receptor response | P30559 | CHO-OTR cells, Fluo-8 calcium fluorescence, potentiator mode; 0% = oxytocin EC15, 100% = EC100 | activation, % at 3 µM | 0.061% of 320,000 active;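 active = activation above that plate's cutoff, the mean activation of tested compounds plus 3 SD, cut at about 6.6% in these data, passing the limit was not always enough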;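 also: 100% uses oxytocin at 75 nM as the full agonist control; some results filed as inactive read as strong as hits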
Target sequence (P30559 whole entry, looked up): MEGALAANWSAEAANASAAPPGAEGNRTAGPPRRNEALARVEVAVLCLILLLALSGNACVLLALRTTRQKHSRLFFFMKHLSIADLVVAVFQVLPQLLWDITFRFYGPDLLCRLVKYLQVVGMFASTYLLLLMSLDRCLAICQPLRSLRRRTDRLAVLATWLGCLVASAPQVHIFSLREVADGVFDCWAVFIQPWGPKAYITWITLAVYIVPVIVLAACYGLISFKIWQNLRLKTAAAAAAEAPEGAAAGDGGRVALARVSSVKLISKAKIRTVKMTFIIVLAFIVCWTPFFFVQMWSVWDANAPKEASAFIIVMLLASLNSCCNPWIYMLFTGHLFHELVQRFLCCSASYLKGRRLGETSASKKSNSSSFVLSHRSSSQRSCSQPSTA
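Material: CHO-OTR cells, human receptor; compound dosing: single dose, 3.0 µM nominal final compound concentration; schedule: 6 min compound pre-incubation at room temperature, 100 s kinetic read; measured by: kinetic Fluo-8 calcium fluorescence; read-out basis: % activation vs EC15 and EC100 oxytocin; controls: EC15 oxytocin alone as 0%, 75 nM oxytocin as 100%; replicates: singlicate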
CHRM4 antagonist – blocks acetylcholine activation of human M4 receptor. CHO-hM4 cells, ACh EC80, Fluo-8 calcium fluorescence. inhibition, % at 3 µM. 0.73% of 360,000 active. P08173;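 active = inhibition above its plate's cutoff, the mean inhibition of sample wells plus 3 SD, cut at about 27% in these data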;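 also: 0% = acetylcholine EC80 with DMSO and 100% = DMSO without agonist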
M1 PAM – human CHRM1 positive allosteric modulation; P11229; CHO-K1 hM1, Fluo-8 calcium fluorescence, ACh EC20; 0% = ACh EC20, 100% = maximal ACh; activation, % at 3 µM; 0.088% of 360,000 active; AID 588819; in the data active = activation above about 19%, passing the limit was not always enough
CHO-K1 Ca antag – counter-screen for M1 antagonists: effect in parental CHO-K1 cells | ATP-induced calcium, Fluo-8 fluorescence | inhibition, % at 3 µM | 0.6% of 360,000 active | AID 602250;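 active = inhibition above a per-plate cutoff, the plate's mean sample inhibition plus 3 SD, cut at about 24% in these data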;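 also: 0% = DMSO plus EC80 ATP and 100% = DMSO alone without ATP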
CHO-K1 Ca ag – M1 agonist counterscreen hit in parental CHO-K1 cells | Fluo-8 calcium fluorescence; scaled to maximal ATP response, vehicle zero | activation, % at 3 µM | 0.48% of 360,000 active; in the data active = activation above about 15%;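 also: untransfected CHO-K1 host cells lacking M1 receptor as counterscreen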
CHO parental Ca – counter-screen: ATP calcium response change in parental CHO cells; parental CHO-K1, ATP-induced calcium, Fluo-8 fluorescence; inhibition, % at 5.6 µM; 0.63% of 330,000 active; AID 463079;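 active = inhibition above that plate's mean sample inhibition plus 3 SD, cut at about 26% in these data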;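 also: 0% = ATP-challenged DMSO wells and 100% = DMSO wells without ATP; some compounds past the cut are filed as inactive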
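Test system: untransfected parental CHO cell line; also added: ATP stimulus; dosing: 5.6 µM, single dose; signal: calcium-sensitive Fluo-8 fluorescence; measure: percent inhibition of ATP-evoked calcium rise, normalized to controls; benchmarks: low control ATP plus DMSO, high control DMSO only; replication: one well per compound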
* hit, by the source's call; x = not tested or not shown.

Results follow in this order: CHRM1 antagonist, CHRM1 agonist, CHRM4 agonist, OXTR potentiate, CHRM4 antagonist, M1 PAM, CHO-K1 Ca antag, CHO-K1 Ca ag, CHO parental Ca
Cc1ccc(S(=O)(=O)N2CCOCC2)cc1C(=O)OCC(=O)N1CCCCC1
 : 5, -2, 6, -5, -8, -1, -13, 0.6, -4
Cc1sc2nc(SCC(=O)N3CCOCC3)[nH]c(=O)c2c1C
 : -16, -4, -1, -2, -3, 12, 8, 1.1, -10
O=C(CN1C(=O)c2ccccc2S1(=O)=O)c1ccc(OC(F)F)cc1
 : -7, -5, 4, 5, -1, 5, -6, 1.9, 2
O=C(NC(=S)NCCc1ccc(Cl)cc1)c1ccco1
 : 4, -10, 3, -11, 5, -5, 21, 7.2, -13
COc1cccc(CNC(=S)Nc2cc(C)cc(C)c2)c1
 : 4, -7, 2, -11, 1, -3, 4, -0.5, -8
Cc1nc(N=C(N)N)nc2ccccc12
 : 5, -10, 1, -12, -3, 10, 15, -0.2, -14
CCN(CC(=O)N1CCN(c2ccccc2)CC1)S(=O)(=O)c1ccc(C)cc1
 : -7, -2, 4, -2, 2, 1, 4, 2.8, -22
Cc1ccc(Oc2ccc(NC(=O)Cn3ccsc3=N)cc2)cc1
 : 10, -4, 23, -29, 10, -7, 1, 1.1, 3
CCc1nc2ccc(C(=O)N3CCN(C(=O)c4ccco4)CC3)cn2c1N(C)C(=O)C1CCCCC1
 : 2, -3, 1, x, -3, 2, -2, -0.1, x
O=C(CSc1nc2ccccc2s1)c1ccc(O)cc1O
 : 0, -3, 7, -20, 3, 0, -8, 5.3, 5
C=C(C)c1cccc(C(C)(C)NC(=O)Nc2cc(C)ccn2)c1
 : 10, -5, 5, -11, -14, -5, 4, 9.6, 9
COc1ccc(/C=C(/NC(=O)c2ccco2)C(=O)Nc2ccc(C(=O)O)cc2)cc1
 : -16, -1, 1, -3, -5, 15, -12, 0.3, -8
CCc1ccc(CNCCSc2nnnn2C)cc1
 : -9, -6, 0, -5, 13, 3, -3, 0.0, -8
O=C(Nc1ccccc1-c1nnn(CC(=O)N2CCOCC2)n1)c1ccccc1F
 : -7, -4, 2, -5, -15, 7, 1, 0.2, -8
O=C(/C=C/c1ccco1)NC(=S)Nc1cc(C(F)(F)F)ccc1N1CCOCC1
 : -2, -4, 0, -13, 2, 3, 2, 0.0, -9
O=C(COC(=O)c1cccs1)NCCN1C(=O)CSC1=O
 : -10, -1, 1, -3, -8, 11, -14, 1.4, -2
C/C(=C\[C@@H](NP(=O)(c1ccccc1)c1ccccc1)c1ccccc1)CO[Si](c1ccccc1)(c1ccccc1)C(C)(C)C
 : -11, -4, 1, 2, 0, 11, -6, -0.5, -21
COc1ccc(C(=O)Nc2cc(C)cc(C)c2)cc1S(=O)(=O)N1CCOCC1
 : -2, -4, 1, -5, -1, 6, -4, 0.3, 3
CCOC(=O)CC(=O)CSc1ccc2nnc(-c3ccccc3)n2n1
 : 2, -3, 2, -2, -11, -2, -9, 1.5, -25
O=C(O)CCN1C(=O)/C(=C2\C(=O)N(Cc3ccc(F)cc3)c3ccccc32)SC1=S
 : -3, -4, -1, 0, 12, 2, 4, -0.1, 2
COc1cc(/C=C/C(=O)OCC(=O)N2CCC(C)CC2)ccc1OCC#N
 : -4, -5, 2, 2, 3, 3, -11, 1.2, -19
CCc1ccc(OCC(=O)c2c(O)c3ccccc3oc2=O)cc1
 : 1, 2, 2, -1, -11, 7, -16, 0.7, -5
CCCN1CCN(S(=O)(=O)c2ccc3c(c2)OCCO3)CC1
 : -6, -14, 1, -14, -1, 14, 12, -0.2, 4
COCCOc1ccc(C(F)(F)F)cc1NC(=O)COC(=O)Cc1c[nH]c2ccccc12
 : -11, -2, 7, -7, -2, 8, -16, 2.8, -2
Cc1ccc(NNC(=S)Nc2ccc(C(C)C)cc2)c(C)c1
 : -5, -8, 0, -9, 3, 1, -8, 0.0, -12
O=C(COn1nnc2ccc(Cl)cc21)NC12CC3CC(CC(C3)C1)C2
 : -7, -9, -3, -7, -19, 3, -15, 0.2, -26
O=C(O)/C=C/c1cccc2c1OCCO2
 : -14, -3, 0, -3, -14, 5, -10, -0.2, -7
Cc1[nH]c2ccccc2c1-c1csc(NC(=O)CN2CCOCC2)n1
 : 3, -2, 3, -7, 3, 6, 0, 0.6, 3
O=C(CSc1nnc(C2COc3ccccc3O2)o1)Nc1ccc(F)cc1Cl (stereo unspecified)
 : 0, -7, 2, -17, 0, 4, 0, 1.1, -6
Cc1cc(C)c2c(=O)n3c(nc2c1)C(Cc1ccc(O)cc1)NC(=O)c1cc2ccccc2cc1-3 (stereo unspecified)
 : -8, -2, 1, x, 7, -2, 6, 0.8, x
Cc1cnc(CNC(=O)c2ccc(OC3CCN(C(=O)C4CC4)CC3)cc2)cn1
 : -6, 2, 3, 2, -2, 9, 7, -0.2, 5
CCOc1ccc(CC2S/C(=N/c3ccccn3)NC2=O)cc1 (stereo unspecified)
 : 24, -2, 2, -5, 12, -12, -13, 2.9, -35
COc1ccc(SCCN2CC[C@@H](C)CCC2=O)cc1
 : 26, -6, 2, -5, 9, -16, 24*, 0.9, -18
Cn1c(=O)c2c(ncn2CC(=O)OCC(=O)NC2CCCc3ccccc32)n(C)c1=O (stereo unspecified)
 : 4, -6, 0, -2, 7, -3, -6, 0.1, 3
CCCS(=O)(=O)NC(=O)C1(C)CCN1C(=O)Cc1ccc(-c2ccccc2)cc1 (stereo unspecified)
 : -8, -3, 1, x, 15, 1, 18, 3.0, x
O=C(O)COc1ccccc1/C=N/NC(=O)CSc1nnc(SCc2ccc(Cl)cc2)s1
 : -15, -4, 0, -2, -2, 11, -8, 0.3, -16
C=C(C)C(=O)NNc1ccccc1
 : -4, -8, 0, -10, 0, 11, -11, -0.1, 0
COc1ccc(NC(=O)CC23CC4CC(C2)CC(n2nnc(C)n2)(C4)C3)cc1
 : 2, -4, 2, -11, 7, 1, 9, 0.7, -18
O=C(COC(=O)c1cccc(C(=O)OCC(=O)c2ccc(Br)cc2)n1)c1ccc(Br)cc1
 : -8, -1, 1, -1, -2, 4, 2, -0.2, -6
CCn1cc(/C=N/NC(=O)c2ccc3c(c2)OCO3)c(C)n1
 : 5, 2, 1, -8, -1, 6, 4, 0.4, -1
O=C(c1ccc(COc2ccc(Cl)cc2Cl)o1)N1CCCC1
 : -9, -1, -1, x, -3, 5, 2, 0.4, x
COc1cccc(Oc2ccc(S(=O)(=O)N3CCOCC3)cc2[N+](=O)[O-])c1
 : -1, -5, 3, -4, 5, -5, -10, -0.2, 1
Nc1cccc(Nc2ncnc3ccccc23)c1
 : 2, -3, 2, -8, -5, -2, -17, -0.1, -11
CCOC(=O)c1nnc(-c2cccs2)nc1Oc1ccccc1C(=O)OC
 : -26, -3, 0, 1, -2, 9, -14, 0.1, -9
COc1ccc(C(=O)NCc2nnc(SCC(=O)N3CCOCC3)o2)cc1
 : 2, -3, 0, -5, -5, -6, 1, 0.2, 5
O=C(NCCN1CCOCC1)C(=O)NCc1ccco1
 : -2, -7, 1, -9, -5, 8, -1, 0.5, 6
CC(=O)c1cccc(OCc2cc(C(=O)N(C)Cc3ccc(C)o3)no2)c1
 : -10, -3, 6, -12, -6, 8, 4, 2.1, -4
CC1CN(C(=O)COC(=O)c2ccc(S(=O)(=O)N(C)C)cc2)CC(C)O1 (stereo unspecified)
 : -7, 6, 0, 3, -3, 12, 4, 9.7, 2
O=C(c1cc2ccccc2oc1=O)N(Cc1cccs1)Cc1ccccc1Cl
 : 10, -4, 1, -18, -4, -4, 5, -0.2, 0
O=C(Cn1ncc2c1-c1ccccc1OC2)N1CCN(c2ccccn2)CC1
 : -2, -2, 7, -4, -11, -1, -5, 2.2, -20
COc1ccc(CNC(=O)C2CCN(S(=O)(=O)N3CCCCC3)CC2)c(OC)c1
 : 4, 3, 2, -16, -3, 8, 2, 1.0, 12
CSc1ccc(CN2CCCN(C)CC2)cc1
 : -10, -9, 1, -3, -4, 1, 4, -0.4, -12
O=C(NC(Cc1ccccc1)C(=O)O)/C(=C/c1ccccc1)NC(=O)c1ccc(Br)o1 (stereo unspecified)
 : -3, -1, 0, -4, -1, -2, -7, 0.2, -7
CN(C)c1cccc(C(=O)n2cc(C(=O)c3cc(F)ccc3O)cn2)c1
 : 5, -2, 2, -12, 5, -2, 6, 0.6, -15
CCOc1ccc(S(=O)(=O)NN=C2CCN(C(C)=O)CC2)cc1
 : -7, -4, 0, -7, 0, 6, -12, 0.6, -4
CCc1noc(C)c1C(=O)Nc1nc2c(F)cc(F)cc2s1
 : -7, -2, 9, -11, 0, 8, -24, 7.1, -6
Cc1ccc(-c2nc3ccccc3c(=O)n2-c2c(C)n(C)n(-c3ccccc3)c2=O)cc1
 : -23, -2, 1, -2, -9, 12, -17, -0.1, -15
Cc1cc(Cl)c(S(=O)(=O)Nc2ccon2)cc1OCC(=O)NC1CCCCC1
 : -5, -3, 1, -7, 10, 10, -2, 1.6, -7
CCc1nnc(NC(=O)CCC(=O)NCC2CCCO2)s1 (stereo unspecified)
 : 3, -1, 0, -12, 1, -6, 16, -0.2, -3
CCN(CC)c1ccc(/C=N\NC(N)=O)cc1
 : -3, -6, 0, -6, -9, 3, -5, -0.1, 9
CC(C)CC(=O)Nc1cccc(NC(=O)c2ccccc2Cl)c1
 : -4, -5, 2, -3, 0, 3, -5, 1.2, -10
CCOC(=O)C1=C(C)N(C[C@@H]2CC[C@@H](Cc3ccc(-c4ccccc4)cc3)O2)C(=O)NC1c1ccc(-c2ccccc2)cc1 (stereo partly specified)
 : -11, -2, 0, x, -2, 2, -5, 1.2, 2
